Screening results: PubChem BioAssay, National Center for Advancing Translational Sciences (NCATS)
3T3 cytotox – NIH 3T3 cell cytotoxicity; hit rate 4.3% among 94,000; AID 1345082; Potency, µM (highest dose often 96.7 µM), inactives show top-dose activity change, negative = cytotoxicity, usual class: inhibitors; NIH 3T3 viability, CellTiter-Glo ATP luminescence, 48-72 h; further: potency means the concentration at half of the fitted maximal effect; nearly all actives have a fitted effect of over 55% in size
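Cytotoxicity was measured by CellTiter-Glo ATP luminescence after 48 or 72 h compound exposure at 37 °C. Mouse NIH 3T3 fibroblasts were seeded at 400 cells/well and dosed by 23 nL pin transfer.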
SNCA viab count – reduces viability of HEK-293 SNCA reporter cells; Potency, µM (series often up to 57.1 µM), for the others: at the top dose activity change, negative = cytotoxicity, hits mostly cytotoxic; hit rate 0.12% among 150,000; HEK-293-SNCA-luc viability, GF-AFC fluorescence, 24 h;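 further: potency means the concentration at half of the fitted maximal effect; 0% = DMSO-treated cells and -100% = medium-only wells without cells; nearly all actives have a fitted effect of over 30% in size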
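Cytotoxicity counterscreen: after 24 h compound treatment of genome-edited SNCA-luciferase HEK-293 cells, live-cell protease substrate GF-AFC read by fluorescence after 30 min; activity scaled between DMSO (0%) and medium-only (-100%), curves Hill-fitted.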
FLuc inh – Photinus pyralis luciferase inhibition; purified P. pyralis luciferase, luminescence, biochemical; Potency, µM (highest dose often 115 µM), without a hit: top-dose activity change, negative = inhibition, actives largely listed as inhibitors; hit rate 2.5% among 76,000; further: potency means the concentration at half of the fitted maximal effect; nearly all actives have a fitted effect of over 65% in size
Target sequence (P08659 whole entry, looked up): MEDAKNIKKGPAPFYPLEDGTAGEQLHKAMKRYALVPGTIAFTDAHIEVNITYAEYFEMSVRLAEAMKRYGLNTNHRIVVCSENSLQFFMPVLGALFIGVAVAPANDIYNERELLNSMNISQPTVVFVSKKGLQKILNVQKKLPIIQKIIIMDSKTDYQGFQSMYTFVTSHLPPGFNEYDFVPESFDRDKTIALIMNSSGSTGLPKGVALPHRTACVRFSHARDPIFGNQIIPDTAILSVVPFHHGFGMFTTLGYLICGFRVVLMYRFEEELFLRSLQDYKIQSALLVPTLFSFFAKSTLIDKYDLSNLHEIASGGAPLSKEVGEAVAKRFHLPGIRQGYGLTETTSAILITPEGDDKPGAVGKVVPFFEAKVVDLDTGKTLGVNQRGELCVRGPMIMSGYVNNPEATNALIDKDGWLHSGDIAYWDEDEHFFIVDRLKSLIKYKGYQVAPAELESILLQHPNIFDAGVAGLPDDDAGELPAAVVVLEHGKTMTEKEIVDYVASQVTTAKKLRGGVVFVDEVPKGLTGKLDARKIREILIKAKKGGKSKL
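Purified 10nM P. pyralis luciferase with 10uM D-luciferin and 10uM ATP in 50mM Tris acetate pH 7.5, 10mM Mg acetate, 0.01% Tween-20, 0.05% BSA. qHTS titration; luminescence read by CCD imager.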
SNCA expr inh – SNCA gene expression inhibition | HEK-293 SNCA-luciferase knock-in, luminescence, 24 h | Potency, µM (top dose mostly 57.2 µM), for inactives: at the top dose activity change, negative = inhibition, most hits filed as inhibitors | hit rate 0.17% among 140,000 | AID 1671194;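 further: potency means the concentration at half of the fitted maximal effect; plate controls were DMSO cells for no effect and cell-free wells for full effect; nearly all actives have a fitted effect of over 45% in size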
GPT2 inhibitor – inhibitors of human GPT2 alanine aminotransferase | AID 1671188 | Recombinant GPT2, coupled pyruvate oxidase/HRP Amplex Red fluorescence | Potency, µM (series often up to 57.7 µM), inactives show top-dose activity change, negative = inhibition, most hits filed as inhibitors | hit rate 0.25% among 100,000 | Q8TD30; further: potency means the concentration at half of the fitted maximal effect; nearly all actives have a fitted effect of over 60% in size; many of its hits are not listed in these tables
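Inhibition is scored from Amplex Red fluorescence generated when pyruvate oxidase and HRP act on pyruvate released by GPT2. Reactions contain 10ng/uL enzyme, 250uM a-KG and 2mM L-alanine and run 30 min at room temperature.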
IP6K1 inhibitor – blocks human inositol hexakisphosphate kinase 1; Q92551; IP6K1 kinase, ADP-Glo luminescence, 2 h; active compounds read low; activity change, % (series mostly up to about 58 µM); hit rate 0.81% among 140,000; AID 1645851; in the data active means activity change below about -25%
Target sequence (Q92551 whole entry, looked up): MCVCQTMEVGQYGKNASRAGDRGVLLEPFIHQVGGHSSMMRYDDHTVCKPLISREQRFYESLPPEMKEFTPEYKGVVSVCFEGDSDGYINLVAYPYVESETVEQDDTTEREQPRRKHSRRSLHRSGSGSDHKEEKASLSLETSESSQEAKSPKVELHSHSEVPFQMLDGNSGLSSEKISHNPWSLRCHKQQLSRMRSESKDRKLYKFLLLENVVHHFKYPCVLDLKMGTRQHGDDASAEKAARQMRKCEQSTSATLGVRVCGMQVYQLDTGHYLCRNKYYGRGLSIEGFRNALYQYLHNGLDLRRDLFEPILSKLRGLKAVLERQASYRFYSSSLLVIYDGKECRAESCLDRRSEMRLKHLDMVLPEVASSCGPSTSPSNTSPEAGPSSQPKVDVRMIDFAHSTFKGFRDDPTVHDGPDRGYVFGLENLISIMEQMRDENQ
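ADP-Glo luminescence measures ADP made by human IP6K1 during a 2 h RT reaction with ATP/IP6 (mix at 1.3 mM/130 uM); top library doses 57.5 and 19.1 uM final.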
HEK293 tox – cytotoxic compounds in HEK 293 cells; hit rate 6.6% among 94,000; HEK 293 viability, ATP luminescence (CellTiter-Glo), 48-72 h; AID 1345083; Potency, µM (series often up to 115 µM), inactives show top-dose activity change, negative = cytotoxicity, usual class: inhibitors; further: potency means the concentration at half of the fitted maximal effect; nearly all actives have a fitted effect of over 60% in size
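HEK 293 seeded at 250 cells/well receive compound via pintool. After 48 or 72 hr at 37 degree Celsius, 5% CO2 and 95% humidity, CellTiter-Glo is dispensed and luminescence read following 10 min at room temperature.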
An asterisk follows results filed as active; i = inactive; ? = inconclusive; . = no result given; [ ] = dose if it differs, or a comment. Unless noted, the call rests on the fitted dose curve; in most records, active means well fitted curve in the direction sought with a large enough effect; inconclusive means small, poorly fitted or top-dose-only effect, or another doubt; inactive means no such curve, though single readings can be large; an effect the other way counts as inactive or inconclusive. Unless noted, on the % scale 0 is the no-effect control and ±100 the full control effect. This is a subset; the hit share may differ from the screen's.

SMILES	3T3 cytotox	SNCA viab count	FLuc inh	SNCA expr inh	GPT2 inhibitor	IP6K1 inhibitor	HEK293 tox
COc1ccc(OC)c(CN2CCC3(CC2)Nc2ccccc2NC3=O)c1	-30%	1%	3%	-9%	?	12	?
COc1cc(OC)c(NC(=O)N2CCc3c(sc4c3CCCC4)C2c2ccccc2)cc1Cl (centres undefined)	.	-13%	.	?	.	5	.
COc1ccc(C(=O)NC2CCN(c3cc(-c4ccc(F)cc4)[nH]n3)CC2)c(C)c1	?	-9%	-1%	-16%	i	26	?
Cc1ccc(CN2CCSc3ccc(C(=O)N4CCN(c5cccc(C)c5C)CC4)cc32)cc1	.	-5%	.	-20%	.	-10	.
C=CCOC(=O)Nc1nc2c(s1)C[C@@H]1[C@](C)(CO)[C@H](O)CC[C@@]1(C)[C@@H]2CC(=O)N(CC)CC	-24%	-15%	-3%	-22%	-16%	2	-12%
CNC(=O)c1cc(C)nc2onc(C3CCCN3C(=O)Cc3cccc(OC)c3)c12 (centres undefined)	-17%	.	.	.	.	-6	-4%
Cc1ccc(-n2nc(C)c3c(C(=O)NCc4ccccc4)cc(C4CC4)nc32)cc1	.	3%	.	14%	.	0	.
Cn1cccc1-c1noc(C2CCN(C(=O)CCCc3ccccc3)C2)n1 (centres undefined)	-31%	3%	.	1%	?	16	?
COc1ccc(Cc2nc3nccc(-c4ccccn4)n3n2)cc1	-15%	3%	-9%	7%	-16%	-6	-5%
COc1ccccc1C(=O)NCc1nnnn1-c1ccc(C)c(C)c1	.	-11%	.	5%	.	15	.
COc1ccc(C(=O)N[C@@H]2C=C[C@@H](c3c(C)nn(-c4ccccc4)c3C)C2)cc1	?	-18%[87.6 µM]	-20%[172 µM]	-6%[87.6 µM]	-16%[88.5 µM]	0	?
Cc1cc(C)c2oc(-c3cccc(NC(=O)c4ccc(-c5cccc([N+](=O)[O-])c5)o4)c3)nc2c1	.	-14%	.	22%	.	9	.
COc1ccc(CN2CCC3(C2)NC(=O)c2ccccc2O3)cc1 (centres undefined)	?	0%[87.6 µM]	3%[172 µM]	-18%[87.6 µM]	i	22	?
O=C1N(c2ccccc2)c2ccccc2C12CCN(Cc1ccccc1)C2 (centres undefined)	?	-2%	.	?	-40%	-1	?
Cc1ccc(NC(=O)C2(CCO)CCN(c3ncccn3)C2)cc1 (centres undefined)	-6%	0%	-9%	?	3%	11	-5%

Structural class, the compounds so far with a halogen.
SMILES	3T3 cytotox	SNCA viab count	FLuc inh	SNCA expr inh	GPT2 inhibitor	IP6K1 inhibitor	HEK293 tox
COc1cc(OC)c(NC(=O)N2CCc3c(sc4c3CCCC4)C2c2ccccc2)cc1Cl (centres undefined)	.	-13%	.	?	.	5	.
COc1ccc(C(=O)NC2CCN(c3cc(-c4ccc(F)cc4)[nH]n3)CC2)c(C)c1	?	-9%	-1%	-16%	i	26	?

(list continues)
SMILES	3T3 cytotox	SNCA viab count	FLuc inh	SNCA expr inh	GPT2 inhibitor	IP6K1 inhibitor	HEK293 tox
CCCNc1ccc2nncn2n1	-20%	7%	-8%	-9%	-15%	15	1%
COc1cc(Cl)cn2c(-c3cccc(NC4CNC4)n3)cnc12	.	4%	.	?	i	.	.
Cc1ccc(OCc2nc(C3CCCN3C(=O)c3sc(C)nc3C)no2)cc1 (centres undefined)	?	13%	-5%	0%	-37%	-3	?
CC1=C(c2ccc(C(C)C)cc2)S(=O)(=O)N=C1N1CCC(C(=O)NCCc2ccco2)CC1	.	-1%	.	-5%	.	-6	.
O=C(c1ccc(-c2ccc(CO)cc2)nc1)N1CCC(Oc2cccnc2)CC1	?	-5%	-18%	3%	1%	-15	?
Cc1ccc(-c2cc(O)c3c(c2)CN(C(=O)[C@@H](N)Cc2cnc[nH]2)CCO3)cc1	-1%	-21%	?	-17%	-24%	3	?
O=C(CN1CC2CC(C1)[C@H]1CCCC(=O)N1C2)Nc1ccccc1 (some centres undefined)	4%	2%	-14%	1%	i	28	?
CC(C)(C)OCC(O)CN1CCC(=O)N(Cc2ccccc2)Cc2cc(F)ccc21 (centres undefined)	?	.	.	.	.	-8	45µM*
O=c1n(Cc2ccc3ccccc3n2)nc(C2CCNCC2)n1Cc1ccccc1	-11%	-17%	0%	7%	i[11.5 µM]	-15	-8%
CCN(CC)C(=O)c1cc(-c2ccc(Cl)cc2)on1	.	-7%	.	72%[activator]	.	13	.
COc1ccc(-c2[nH]ncc2C(=O)NCc2ccccc2OC)cc1	.	10%	.	-9%	.	-13	.
C=CCNC(=O)C1CC(c2ccccc2F)=NO1 (centres undefined)	?	6%	-2%	-6%	-3%	-7	-24%
O=C(c1cccnc1)N1CCC2(CCCN(Cc3cccc(F)c3F)C2=O)C1 (centres undefined)	-14%	-5%	2%	11%	i	18	i
CC1(C(=O)NCc2cccnc2)CCc2cnc(Nc3ccccc3)nc21 (centres undefined)	25µM*	?	3%[172 µM]	?	i	5	89µM*
CCN(CC)S(=O)(=O)c1ccc(OC)c(-n2cnnn2)c1	.	3%	.	2%	.	33	.
COCCNC(=O)C1COC2(CCN(C(=O)c3ccccc3Cl)CC2)N1C(=O)c1cccc(C)c1 (centres undefined)	-22%	1%	2%	-11%	0%	3	-19%
CC(C)Cc1nn2c(=O)cc(COC(=O)c3ccc(NC(=O)CCc4ccccc4)cc3)nc2s1	.	-8%	.	11%	.	22	.
COc1ccc(CC(=O)N2CC(=O)N(C3CCCCC3)CC(O)C2)cc1 (centres undefined)	?	.	.	.	.	-4	-11%
Cc1ccc(NC(=O)N2CCCC(Cn3c(C4CC4)nc4cccnc43)C2)cc1 (centres undefined)	?	-6%	-5%	21%	5%	-5	-12%
COc1cccc(-c2nc(CS(=O)(=O)CC(=O)Nc3cccc(C(C)=O)c3)c(C)o2)c1	.	-6%	.	-27%	.	10	.
COc1ccc(-c2nnc(SCC(=O)Nc3ccc(C(C)C)cc3)nc2-c2ccc(OC)c(OC)c2)cc1OC	.	?	.	-23%	.	-5	.
Cc1ccc([S+](=O)([O-])N2CCC(N3C(=O)c4c(c(C)nn4-c4ccccc4)C3C)C2)cc1 (centres undefined)	-27%	.	.	.	.	-9	?
O=C1NC2(CCN(Cc3ccsc3)CC2)COc2ccccc21	?	6%[87.6 µM]	-2%[172 µM]	-3%[87.6 µM]	0%[88.5 µM]	13	63µM*
CN1C(=O)CO[C@H]2CN(c3ccc(C#N)cn3)C[C@H]21	i	1%[87.6 µM]	-4%[230 µM]	?	2%[88.5 µM]	4	-2%[230 µM]
Cc1ccc(N(C)C(=O)CC(C)S(=O)(=O)c2ccc3c(c2)NC(=O)CO3)cc1 (centres undefined)	.	-5%	.	5%	.	10	.
O=C(N[C@H]1CCN2C(=O)c3cc(Br)ccc3NC(=O)[C@@H]2C1)C1CCNCC1	-21%	7%	-4%	-5%	-24%	-12	2%
CNC(=O)[C@@H]1CN(C(=O)c2ccco2)C[C@H]1COC	-3%	1%	-11%	3%	i	9	-7%
COCCNC(=O)[C@@H]1CCC[C@@H](NC(=O)c2c(-c3ccccc3)noc2C)CN(C)C(=O)C1	1%	-1%	9%	15%	-8%	7	3%
NC(=O)N1CCCC(C(=O)N2CCN(Cc3cccc(O)c3)CC2)C1 (centres undefined)	i	-1%	10%	-10%	i	-6	i
CC(=O)Nc1ccc(S(=O)(=O)Nc2ccc3n(c2=O)C[C@H]2C[C@@H]3CN(Cc3cn(C)c4ccccc34)C2)cc1	-29%	3%	1%	8%	i	-3	-23%
Cc1cn(C)c(CC(=O)NCc2ccc(Cl)cc2)c1C(=O)O	.	12%	.	-28%	.	-12	.
CCCCCn1c(=O)c2c(nc3n2CCN3c2ccc(Br)cc2)n(C)c1=O	.	5%	.	13%	.	-5	.
Cc1nc(-c2c3n(c(=O)n(Cc4ccc(OC(F)(F)F)cc4)c2=O)CCCCC3)no1	?	-7%	-4%	13%	-1%	13	?
Cc1nn2c(c1-c1ccccc1Oc1ccccc1)N(C(=O)c1cccc(C#N)c1)CCC2	?	1%[87.6 µM]	-1%[172 µM]	-13%[87.6 µM]	4%[88.5 µM]	11	71µM*
Cc1cccc(NC(=O)c2sc3nc4n(c(=O)c3c2C)N=C(c2ccc(F)cc2)CS4)c1C	.	11%	.	1%	.	-6	.
Cc1cc(C)nc(SCc2ccc(C(=O)N3CCCC[C@H](N(C)C)C3)o2)n1	-24%	12%	0%	0%	-10%	15	?
CC(C)C[C@H](NC(=O)c1csc2nc(-c3cccc(C(F)(F)F)c3)cn12)C(N)=O	?	-1%	?	-5%	i	-4	?
CCCS(=O)(=O)N1CC(c2nc(-c3ccncc3)no2)C1	-21%	0%	.	0%	i	15	-15%
Cc1ccc(-n2ncc(C(=O)NCCCN3CCCCC3)c2C2CCN(C(=O)OC(C)(C)C)CC2)cc1	.	-15%	.	-4%	.	-13	.
NS(=O)(=O)c1ccc(CCNC(=O)c2ccc3nc(Cc4ccccc4)oc3c2)cc1	.	1%	.	34%[activator]	.	-11	.
Cc1cccc(C(=O)N2C(C(=O)NCc3ccccc3)COC23CCN(C(=O)CC(C)C)CC3)c1 (centres undefined)	-19%	4%	-10%	-11%	i	18	-27%
Cc1cnc(C(=O)N2CCC(N3C(=O)C4(CCCC4)C3c3ccccc3)CC2)cn1 (centres undefined)	-25%	0%[12.5 µM]	-1%	-9%	i	0	-23%
O=C(NCCN1CCOCC1)c1nc2sccn2c1-c1ccccc1	-9%	7%	.	20%	-4%	6	1%
CN1CCCCCCN(Cc2cn(C)c3ccccc23)[C@H]2CCC[C@H]2C1=O	?	-15%	-10%	-6%	i	3	?
CCN(CC)CCNC(=O)C12CCCC=C1N(Cc1ccccc1)C(=O)CC2 (centres undefined)	-28%	16%	-10%	17%	i	7	-21%
CCOC(=O)c1sc(NC(=O)c2cc(-c3ccc(F)cc3)on2)c(C(=O)OCC)c1C	.	-9%	.	-11%	.	21	.
CC(C)c1noc(-c2cn(C3CCN(C(=O)c4cccc(OC(F)(F)F)c4)C3)nn2)n1 (centres undefined)	-43%	?	-7%	0%	?	-11	?

5 structures already listed, ordered by heavy-atom count, low to high:
SMILES	3T3 cytotox	SNCA viab count	FLuc inh	SNCA expr inh	GPT2 inhibitor	IP6K1 inhibitor	HEK293 tox
COc1cc(Cl)cn2c(-c3cccc(NC4CNC4)n3)cnc12	.	4%	.	?	i	.	.
COc1ccc(Cc2nc3nccc(-c4ccccn4)n3n2)cc1	-15%	3%	-9%	7%	-16%	-6	-5%
O=C(c1cccnc1)N1CCC2(CCCN(Cc3cccc(F)c3F)C2=O)C1 (centres undefined)	-14%	-5%	2%	11%	i	18	i
COc1cccc(-c2nc(CS(=O)(=O)CC(=O)Nc3cccc(C(C)=O)c3)c(C)o2)c1	.	-6%	.	-27%	.	10	.
CC1=C(c2ccc(C(C)C)cc2)S(=O)(=O)N=C1N1CCC(C(=O)NCCc2ccco2)CC1	.	-1%	.	-5%	.	-6	.
